AGP1-GFP MLPCN: alters AGP1-GFP fluorescence in TOR pathway yeast screen; AID 2066; hit rate 0.02% among 320,000; S. cerevisiae AGP1-GFP multiplex flow cytometry, 3 h; GFP as percent of DMSO wells; GFP response vs DMSO, % at 10 µM;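 active = GFP response relative to DMSO above a set limit, near screen average plus 3 SD, cut at about 150% in these data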;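 also: median GFP channel fluorescence of the gated AGP1 strain per well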
RPL19A TOR yeast: modulators of TOR pathway RPL19A-GFP in S. cerevisiae. hit rate 0.3% among 330,000. S. cerevisiae RPL19A-GFP strain, flow cytometry, 3 h; active compounds read low. percent response vs DMSO, % at 10 µM. AID 2025;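 active = percent response vs DMSO below 50%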;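 also: median channel GFP fluorescence of the barcoded RPL19A-GFP strain; ratio of sample median GFP to plate DMSO average so 100% = DMSO; lower means less RPL19A-GFP as with rapamycin TOR inhibition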
GRK2 inh: human GRK2 inhibition via aptamer displacement. P25098. bead flow cytometry, FAM-aptamer displacement from GRK2. inhibition of aptamer binding, % at 10 µM. hit rate 0.59% among 330,000. AID 488847;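 active = inhibition of aptamer binding above 40%, roughly 3 SD of noise, on plates passing a quality check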;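 also: median bead fluorescence of bound FAM aptamer so fluorescent compounds give negative values; no value below 0 was filed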
Target sequence (P25098 whole entry, looked up): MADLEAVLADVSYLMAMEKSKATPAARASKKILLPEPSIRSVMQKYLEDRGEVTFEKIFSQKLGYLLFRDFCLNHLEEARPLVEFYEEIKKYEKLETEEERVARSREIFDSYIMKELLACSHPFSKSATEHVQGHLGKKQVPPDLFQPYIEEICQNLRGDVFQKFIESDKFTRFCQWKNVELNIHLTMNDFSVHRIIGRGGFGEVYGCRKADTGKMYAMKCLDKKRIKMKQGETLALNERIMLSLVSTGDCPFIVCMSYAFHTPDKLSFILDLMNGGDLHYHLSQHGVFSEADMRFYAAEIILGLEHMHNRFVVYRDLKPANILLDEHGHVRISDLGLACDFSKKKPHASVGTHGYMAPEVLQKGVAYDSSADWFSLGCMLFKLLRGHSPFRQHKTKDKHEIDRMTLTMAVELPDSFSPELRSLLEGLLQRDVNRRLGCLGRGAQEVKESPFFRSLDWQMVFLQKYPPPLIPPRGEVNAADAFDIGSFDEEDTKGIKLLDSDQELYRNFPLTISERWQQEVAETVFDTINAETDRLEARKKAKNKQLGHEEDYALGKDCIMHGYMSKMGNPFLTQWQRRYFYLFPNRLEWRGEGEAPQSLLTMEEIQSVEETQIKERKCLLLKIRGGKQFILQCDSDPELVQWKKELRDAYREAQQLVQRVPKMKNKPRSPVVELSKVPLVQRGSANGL
LAP4 TOR yeast: modulators of TOR pathway LAP4-GFP in S. cerevisiae. S. cerevisiae LAP4-GFP multiplex, flow cytometry GFP, 3 h; median GFP as percent of DMSO wells. GFP response vs DMSO, % at 10 µM. hit rate 0.34% among 320,000;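 active = GFP response vs DMSO above a set limit, about the screen mean plus 3 SD, cut at about 150% in these data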
CIT2-GFP yeast: yeast TOR pathway CIT2-GFP modulation. hit rate 0.065% among 320,000. AID 2029. S. cerevisiae CIT2-GFP strain, flow cytometry, 3 h; 100 means same as DMSO wells. GFP response vs DMSO, % at 10 µM;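 active = GFP response relative to DMSO above a set limit, near the screen mean plus 3 SD, cut at about 150% in these data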;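 also: ratio of well median GFP fluorescence to mean of DMSO wells on the plate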
VLA-4 inh: inhibition in a human VLA-4 binding assay; P13612; VLA-4 expressing cells, ligand binding flow cytometry; inhibition, % (about 7 µM as worked out from the volumes in the protocol); hit rate 0.2% among 330,000; AID 2557; in the data active = inhibition above about 50%
MEP2 TOR yeast: yeast TOR pathway MEP2-GFP modulation. S. cerevisiae MEP2-GFP strain, flow cytometry GFP, 3 h; 100% = DMSO control level. GFP response vs DMSO, % at 10 µM. hit rate 0.51% among 330,000. AID 2016;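 active = GFP response versus DMSO above a set limit, roughly screen mean plus 3 SD, cut at about 180% in these data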;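 also: median GFP fluorescence of the barcode-gated MEP2-GFP cells per well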
CR mimetic SO: yeast age-related superoxide inhibition as caloric restriction mimetic. S. cerevisiae aged cells, superoxide DHE fluorescence; active compounds read low. superoxide response (% of plate mean), % at 10 µM. hit rate 0.18% among 330,000;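 active = superoxide response under a set limit, about three screen SD below normal, cut at about 65% in these data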;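 also: yeast aged for seven days with compound at 30 °C before DHE staining; 100% = average MFI of all compound-treated wells on the plate with controls excluded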
* hit, by the source's call; x = no result given.

SMILES	AGP1-GFP MLPCN	RPL19A TOR yeast	GRK2 inh	LAP4 TOR yeast	CIT2-GFP yeast	VLA-4 inh	MEP2 TOR yeast	CR mimetic SO
CCOC(=O)CNC(=O)CNC(=O)c1nn(-c2ccc(OC)c(Cl)c2)c(=O)c2ccccc12	105	106	0	94	104	-20	102	101
COc1ccc(NC(=O)Cc2c[nH]c3ccccc23)cc1S(=O)(=O)N1CCOCC1	97	95	6	92	100	-5	94	104
O=c1oc2ccc(C#CC3(O)CCCCC3)cc2cc1-n1cc(-c2ccsc2)nn1	76	97	3	85	104	2	92	84
Cc1cc([N+](=O)[O-])ccc1NC(=O)CSc1nccc(=O)[nH]1	104	98	8	97	101	6	98	98
COc1ccc2nc(NC(=O)CSc3nc4cccnc4n3C)sc2c1	86	87	0	x	82	1	94	103
COc1ccc(C(=O)COC(=O)c2cccnc2Cl)c(OC)c1	100	92	0	104	97	-2	98	99
CC(NS(=O)(=O)OCC(Cl)(Cl)Cl)c1ccc(C(C)(C)C)cc1 (stereo not drawn)	103	106	6	91	102	20	98	106
COC(=O)c1ccc(C2C(Oc3ccccc3)C(=O)N2CCc2ccc(OC)c(OC)c2)cc1 (stereo not drawn)	x	102	1	104	102	21	103	97
O=C(CCN1C(=O)COc2ccccc21)NCc1cccs1	98	101	0	101	100	24	100	107
CCOC(=O)c1cnn(-c2ccccc2)c1NC(=O)CN1CCCCC1	111	99	1	117	102	5	100	106
CCOC(=O)c1ccccc1NC(=O)CSc1nncn1C	103	99	0	103	97	6	98	94
Cc1cccc(OCC(=O)NCCCNC(=O)c2ccccn2)c1	111	103	1	96	110	-3	102	95
Cc1cc(C)c2c(n1)nn1c(NCCN3CCOCC3)cc(C)nc21	95	99	1	92	81	0	104	114
O=C(NCc1ccc(F)cc1)C(=O)NCC1OCCCN1S(=O)(=O)c1cccs1 (stereo not drawn)	94	99	4	85	98	-2	100	91
CCn1c(=O)n(CC)c2cc(N3CCCC3)c(NC(=O)c3ccccc3Br)cc21	106	95	0	114	101	10	100	87
CCC1(C(=O)OC)NC(c2ccco2)C2C(=O)N(c3ccc(C)cc3)C(=O)C21 (stereo not drawn)	95	95	0	x	88	7	98	92
CC1CCC(n2c(=S)[nH]c3ccccc3c2=O)CC1 (stereo not drawn)	98	96	0	98	94	4	103	103
CCCCCCSc1cc(-c2nc3cnccn3c2NCc2ccccc2)ccc1OC	88	102	0	135	101	-69	93	124
O=C(/C=C/c1ccc(S(=O)(=O)N2CCOCC2)cc1)NC(=S)Nc1ccc(N2CCOCC2)cc1	107	107	1	102	101	-1	107	94
CCCC(=O)N1CCN(c2ccc(NC(=O)c3cccs3)cc2)CC1	107	95	4	107	105	8	95	90
CCOC(=O)CS(=O)(=O)c1ccccc1	93	95	1	x	93	1	100	105
COc1ccc(/C=N/N=C/c2c[nH]c(=O)c(C#N)c2Nc2ccccc2)cc1	103	105	0	98	105	3	107	104
COc1ccc(OC)c(-n2c(SCC(=O)NCc3ccco3)nnc2-c2c[nH]c3ccccc23)c1	105	105	0	106	98	-11	96	95
CCN(c1ccccc1)S(=O)(=O)c1ccc(Oc2ccc([N+](=O)[O-])cc2)nc1	103	96	6	103	86	7	96	116
Cc1csc2c(N3CCCCC3)ncnc12	107	102	0	102	104	-2	102	93
O=S(=O)(/C=C/c1ccccc1)NC1CCCCCC1	94	100	1	110	90	-5	114	97
O=C1CSC(c2ccccn2)N1c1ccccc1 (stereo not drawn)	98	98	0	99	95	21	103	107
N#C/C(=C\c1cccc([N+](=O)[O-])c1)c1ccccn1	89	101	2	91	103	16	98	145
C[C@@H]1[C@H]2[C@@H](O[C@@H]3O[C@H](CO)[C@@H](O)[C@H](O)[C@H]3O)OC=C(C(=O)O)[C@H]2C[C@@H]1O	97	95	0	92	98	2	100	104
CSc1nc(C)cc(-c2cc(C(=O)Nc3ccccc3)on2)n1	87	96	0	113	93	4	89	110
FC(F)(F)C1=CC(c2ccc(Br)cc2)=NCCN1	97	98	4	98	107	-5	104	101
Cc1nnc(SCC(=O)Nc2sccc2C(N)=O)n1Cc1ccccc1	100	92	2	92	100	12	99	94
O=C(OCN1C(=O)c2ccccc2C1=O)c1cccc(S(=O)(=O)N2CCOCC2)c1	96	97	0	95	96	2	94	93
Cc1ccc(-c2nc(CNC(=O)c3ccco3)cs2)cc1	102	103	1	128	85	-9	97	100
Cc1ccccc1NC(=O)CCC(=O)OCC(=O)c1ccc(-c2ccccc2)cc1	102	102	0	104	101	-5	103	107
COc1ccccc1NC(=O)c1ccc(NC(=O)COC(=O)CCC2CCCC2)cc1	100	111	6	94	107	-3	106	100
CC/C(=N\Nc1nncc2ccccc12)c1ccc(F)cc1	98	98	4	110	99	12	100	84
CCOC(=O)C1(CCOc2ccccc2)CCN(Cc2cc(OC)ccc2OC)CC1	29	100	2	84	79	7	110	99
Cc1cccc(CCNC(=O)Cn2ncc3c([nH]c4ccc(C)cc43)c2=O)c1	101	102	0	96	96	9	103	101
O=C(CSc1nnnn1-c1ccc(O)cc1)c1ccc(F)cc1	109	99	0	110	98	4	106	99
C=CCN1C(=O)CSC1=Nc1ccc(O)cc1	102	97	2	92	100	1	102	84
Cc1ccc(OCCN2C(=O)c3ccccc3C2=O)c(C)c1	99	97	0	105	94	-10	102	91
O=S(=O)(CCc1nc2ccccc2s1)c1ccc(Cl)cc1	96	99	2	101	98	6	101	110
O=C(NC1CCCCC1)C1CCN(C(=O)c2ccc(Cl)cc2)CC1	100	102	2	94	99	-3	94	94
Nc1ncccc1OCc1ccc(Br)cc1	105	102	0	98	107	-2	104	123
COc1ccccc1C(=O)NCCC(=O)N(C)Cc1cccnc1	92	92	0	84	97	10	87	90
Cc1ccc(-c2noc(CN(C(=O)Cc3ccccc3)C(C)C)n2)cc1	x	106	2	116	109	-4	105	90
O=C(CN1C(=O)NC2(CCCc3ccccc32)C1=O)N1CCN(C(=O)c2ccco2)CC1 (stereo not drawn)	107	102	0	102	99	3	113	82
Cc1c(Cl)c([N+](=O)[O-])nn1CCCC(=O)Nc1sc2c(c1C#N)CCC2	103	97	1	103	97	-1	96	128
O=c1cc(-c2ccccc2)nc(N2CCCCC2)[nH]1	104	97	1	100	98	-3	100	99
S=C(NC1CCCC1)N1CCN(c2cccc(Cl)c2)CC1	106	107	5	114	106	3	103	72
C=CCn1c(-c2ccc(C)cc2)nc2ccccc21	106	99	0	123	99	11	112	118
CCc1ncc(CN2CCC(C(=O)Nc3cccc(-c4cscn4)c3)CC2)cn1	101	113	1	84	105	8	108	99
Cc1cc(OCC(=O)NC2CCCCC2)ccc1Cl	97	93	0	104	89	10	98	103
CCCNS(=O)(=O)/C=C/c1ccccc1	95	88	0	102	86	29	90	118
CC(C)Oc1ccccc1/C=N/NC(=O)c1ccc(F)cc1	106	103	3	101	107	-7	106	99
O=S(=O)(NC1=NCCCCC1)c1ccccc1Cl	103	100	0	101	98	4	105	99
Oc1ccccc1CNc1cccc2cccnc12	112	106	0	118	98	1	113	99
COc1cc(C#Cc2c(-c3cncn3C)n(C)c3ccc(-c4ccc(OC)c(OC)c4)cc23)cc(OC)c1	95	98	0	127	101	-8	103	123
C=CCn1c(SC(CCO)C(=O)NCc2ccco2)nc2sc3c(c2c1=O)CCC3 (stereo not drawn)	111	103	1	102	106	-2	112	91

A stretch taken from the entries so far:
SMILES	AGP1-GFP MLPCN	RPL19A TOR yeast	GRK2 inh	LAP4 TOR yeast	CIT2-GFP yeast	VLA-4 inh	MEP2 TOR yeast	CR mimetic SO
Cc1c(Cl)c([N+](=O)[O-])nn1CCCC(=O)Nc1sc2c(c1C#N)CCC2	103	97	1	103	97	-1	96	128
O=c1cc(-c2ccccc2)nc(N2CCCCC2)[nH]1	104	97	1	100	98	-3	100	99
S=C(NC1CCCC1)N1CCN(c2cccc(Cl)c2)CC1	106	107	5	114	106	3	103	72
C=CCn1c(-c2ccc(C)cc2)nc2ccccc21	106	99	0	123	99	11	112	118
CCc1ncc(CN2CCC(C(=O)Nc3cccc(-c4cscn4)c3)CC2)cn1	101	113	1	84	105	8	108	99

Other structures:
SMILES	AGP1-GFP MLPCN	RPL19A TOR yeast	GRK2 inh	LAP4 TOR yeast	CIT2-GFP yeast	VLA-4 inh	MEP2 TOR yeast	CR mimetic SO
O=C(O)COc1ccccc1/C=N/NC(=O)CN1CCN(Cc2ccc(Cl)cc2)CC1	101	96	0	102	98	3	97	104
CC1CN(C(=O)c2cccc(S(=O)(=O)Nc3ccc(Cl)cc3)c2)CC(C)O1 (stereo not drawn)	103	103	2	97	96	23	108	85
CSCCC(NC(=O)c1ccco1)C(=O)NCC1CCCCC1 (stereo not drawn)	96	98	1	96	97	18	92	104
Cc1ccc(N2CC(C(=O)Nc3nnc(C(C)C)s3)CC2=O)cc1 (stereo not drawn)	102	99	2	102	97	4	103	91
CCOc1ccc(C=NNC(=O)c2ccc(-n3cnnn3)cc2)cc1	100	97	0	96	100	-4	103	114
Cc1nn(-c2ccc(F)cc2)c(Cl)c1/C=C/C(=O)OCC(=O)Nc1c(F)c(F)c(F)c(F)c1F	102	110	0	100	124	-3	119	108
N#Cc1c(NC(=O)CSc2nnc(-c3ccccc3)o2)sc2c1CCCC2	93	x	2	100	98	1	99	116
Cc1n[nH]c(=O)c2c(NC(=O)CSc3nncn3C(C)C)oc(C)c12	87	99	0	99	84	-5	105	88
CCOc1ccc(NN=C(C(=O)OC)C(=O)OC)c([N+](=O)[O-])c1	105	100	0	104	99	11	91	110
Cc1ccc2c(CN3CCC(C)CC3)cc(=O)oc2c1	102	105	3	99	x	1	101	115
Cc1c(Br)c([N+](=O)[O-])nn1C(C)C(=O)NCC1CCCO1 (stereo not drawn)	110	95	0	114	94	11	104	111
CCOc1ccc(C(=O)Nc2ccc(S(=O)(=O)N3CCN(C)CC3)cc2)cc1	92	97	0	87	92	12	96	102
O=C(Nc1ccccc1Cl)Oc1ccc(-c2ccccc2)cc1	103	105	0	105	99	8	101	91
O=C(NCCn1cc(SCc2ccc(F)cc2)c2ccccc21)c1ccccc1F	94	93	1	95	95	0	97	101
O=S(=O)(N/N=C\c1cn(-c2ccccc2)nc1-c1ccccc1)c1ccccc1	98	97	0	105	98	20	106	98
Cc1cc(C)c(OCC(=O)Nc2ccc(S(=O)(=O)N3CCOCC3)cc2)c(C)c1	92	94	0	94	95	6	98	101
O=C(c1cccc(F)c1)N1CCCC(C(=O)N2CCN(c3ccccc3)CC2)C1 (stereo not drawn)	103	99	2	106	95	-1	98	97
CCC(c1nnc(SCC(=O)Nc2ccc(C(=O)Nc3ccccc3OC)cc2)o1)N(C)C (stereo not drawn)	102	x	0	102	104	8	96	91
O=C(NCc1cccc(Cl)c1)c1ccc(CS(=O)Cc2ccc(Cl)cc2)o1 (stereo not drawn)	99	98	5	101	99	-4	102	107
Cc1nnc(CN(C)Cc2cn[nH]c2-c2ccc(-c3ccccc3)cc2)o1	108	99	1	110	109	3	99	85
CCOC(=O)C1CCN(c2ccc(C(=O)O)cc2[N+](=O)[O-])CC1	97	98	0	95	96	1	99	107
CCOc1ccc(N2C(=O)CS/C2=C(\C(Cl)=C(Cl)Cl)[N+](=O)[O-])cc1	94	92	0	100	94	-12	93	90
CCOc1ccc(NC(=O)CN2CCN(c3ccc(F)cc3)CC2)cc1	21	101	0	85	65	-9	161	103
Cc1cc(C)c(S(=O)(=O)c2ccccc2C)c(OCC(C)(C)C)n1	103	101	0	100	100	4	98	100
COc1ccc(NC(=S)N(Cc2ccc(C)cc2)Cc2ccccn2)cc1	106	100	1	102	97	0	97	98
Clc1ccc(-c2cc(COc3ccccc3)no2)cc1Cl	101	102	0	99	93	7	101	109

Screens (PubChem)
